HEK293 tox – cytotoxic in the GLP-1 receptor inverse agonist counter-screen | hit rate 0.13% among 410,000 | Potency, µM (highest dose often 38.3 µM), for inactives: at the highest dose activity change, negative = inhibition, hits mostly inhibitors | HEK293 cAMP-luciferase reporter cells, luminescence, 24 h;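 also: loss of luciferase light is scored as toxicity; potency is read from the fitted curve at half-maximal effect; % is scaled to controls: 0 for no effect and ±100 for the full control effect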
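Here, cytotoxicity is scored as loss of luminescence. The MLSMR collection was tested on cells seeded in medium containing 10% Nu serum, with a 24 hr compound exposure preceded by 12 hours of culture.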
GLP1R ag – activates the human GLP-1 receptor | HEK293 GLP-1R CRE-luciferase, luminescence, 4-6 h; cells express a hypersensitive GLP-1R form | P43220 | Potency, µM (doses to about 45.6 µM), without a hit: at the top dose activation, most hits filed as activators | hit rate 0.007% among 380,000; also: potency is read from the fitted curve at half-maximal effect; % of control where 0% means no effect
WRN inhibitor – inhibitors of human WRN helicase; Potency, µM (doses to about 114 µM), for the others: at the highest dose activity change, negative = inhibition, hits mostly inhibitors; WRN helicase unwinding, fluorescent forked duplex, kinetic; hit rate 0.46% among 360,000; AID 651768; also: potency is read from the fitted curve at half-maximal effect; % is scaled to controls: 0 for no effect and ±100 for the full control effect; nearly all actives have a fitted effect of over 55% in size
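Enzyme (20 nM final) and test compound sit together 15 min at room temperature before substrate addition. Substrate is a single-forked duplex oligonucleotide (100 nM) labelled with fluorophore and quencher, with 2 mM ATP; helicase unwinding raises red fluorescence, read kinetically.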
GLP1R inv ag – inverse agonists of human GLP-1 receptor | Potency, µM (highest dose often 38.3 µM), for inactives: at the highest dose activity change, negative = inhibition, most hits filed as inhibitors | AID 624417 | HEK293 GLP-1R CRE-luciferase, luminescence, 24 h; GLP-1R form is constitutively active | hit rate 1.6% among 410,000; also: potency is read from the fitted curve at half-maximal effect; % is scaled to controls: 0 for no effect and ±100 for the full control effect; nearly all actives have a fitted effect of over 55% in size
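GLP-1R inverse agonism mode: basal reporter luminescence in engineered HEK293 cells measured after one day of compound exposure at 37 deg C, with a 12 min room-temperature detection step.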
PI5P4Ka inh – inhibitors of human PI5P4K alpha. P48426. AID 652105. hit rate 1.2% among 330,000. PI5P4Kalpha enzyme, ADP-Glo luminescence, 60 min; hits give low values. max response, %; active = max response of -50% or lower; inconclusive = between -30% and -50%; inactive = -30% or higher; also: value at the top dose of about 77 µM; % is scaled to controls: 0 for no effect and ±100 for the full control effect
Target sequence (P48426 whole entry, looked up): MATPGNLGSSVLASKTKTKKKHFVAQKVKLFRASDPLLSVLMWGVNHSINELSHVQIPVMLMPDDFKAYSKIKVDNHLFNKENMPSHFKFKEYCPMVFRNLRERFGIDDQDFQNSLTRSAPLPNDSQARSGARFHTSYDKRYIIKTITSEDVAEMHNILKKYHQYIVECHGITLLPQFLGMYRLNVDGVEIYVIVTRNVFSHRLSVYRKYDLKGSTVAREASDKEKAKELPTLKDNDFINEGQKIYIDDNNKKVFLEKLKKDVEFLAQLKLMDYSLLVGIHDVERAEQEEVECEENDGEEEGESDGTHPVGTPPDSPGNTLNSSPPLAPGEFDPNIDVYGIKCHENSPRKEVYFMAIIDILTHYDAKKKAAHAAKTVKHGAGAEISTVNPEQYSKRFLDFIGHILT
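Compounds were pin-transferred onto PI5P4Kalpha and substrate in HEPES pH 7.4 buffer with EGTA, CHAPS and 5% DMSO. ATP (5 microM final) started the reaction, which ran 60 minutes at room temperature before ADP-Glo detection.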
D3 antag – D3 dopamine receptor (human) antagonism | P35462 | D3R cells, DiscoveRx beta-arrestin luminescence, antagonist mode; hits give low values | max response, negative = inhibition, % | hit rate 2.5% among 360,000 | AID 652054; in the data active = max response below about -50%; inconclusive = no clear call, values can overlap the other calls; also: % is scaled to controls: 0 for no effect and ±100 for the full control effect; mostly tested at two doses, the higher about 12 µM
Target sequence (P35462 whole entry, looked up): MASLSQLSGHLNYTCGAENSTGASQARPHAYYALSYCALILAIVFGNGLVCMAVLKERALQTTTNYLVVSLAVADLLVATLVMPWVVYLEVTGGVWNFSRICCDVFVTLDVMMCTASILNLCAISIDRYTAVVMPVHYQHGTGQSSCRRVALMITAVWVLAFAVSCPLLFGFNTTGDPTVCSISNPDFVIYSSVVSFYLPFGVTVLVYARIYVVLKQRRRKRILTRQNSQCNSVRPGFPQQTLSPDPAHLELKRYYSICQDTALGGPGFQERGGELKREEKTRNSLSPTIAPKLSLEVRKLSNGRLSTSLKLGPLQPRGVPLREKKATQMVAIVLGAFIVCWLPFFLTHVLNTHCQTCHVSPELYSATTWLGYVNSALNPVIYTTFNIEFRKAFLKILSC
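Cells plated overnight at 1500 cells/well, then exposed to library compounds with dopamine controls for 90 minutes at 37 degrees C. DiscoveRx reagent added for 30–60 minutes at room temperature; luminescence read, quantitative HTS format.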
IL2 activator – activators of IL-2; activation, % (series mostly up to about 46 µM); IL-2 activation reporter assay, cell-based qHTS; stimulated with anti-CD3/CD4/CD28 beads; in transgenic mouse T cells; hit rate 0.065% among 360,000; AID 652025; in the data active = activation above about 50%; inconclusive = mostly about 30% to 49%; also: 0% is about no effect
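First, unstimulated transgenic mouse T cells were exposed to compound for 60 min. Next, anti-CD3/anti-CD4-coated beads with anti-CD28 were added. Finally, after 18 h at 37 degrees C, EGFP and DsRed were imaged.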
D3 ag – agonists of human D3 dopamine receptor; D3R DiscoveRx beta-arrestin cells, luminescence, 90 min; max activation, %; hit rate 0.58% among 410,000; P35462; AID 652048; in the data active = max activation above about 30%; also: 0% is about no effect; mostly tested at two doses, the higher about 12 µM
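Agonist-mode cell screen: cells plated at 1500/well and incubated overnight at 37 °C, then exposed to library compounds for 90 min at 37 °C. Detection reagent was added for 30–60 min at room temperature, and luminescence was read.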
PLK1 PBD block – PLK1 (human) polo-box domain binding inhibition; P53350; Plk1 PBD binding of FITC phosphopeptide, fluorescence polarization; AID 720504; hit rate 2.8% among 360,000; Potency, µM, inactives show max response, negative = inhibition, usual class: inhibitors; also: potency is read from the fitted curve at half-maximal effect; series mostly up to about 57 µM; % is scaled to controls: 0 for no effect and ±100 for the full control effect; nearly all actives have a fitted effect of over 65% in size
Active calls of the source: *; ? = inconclusive; nt = not tested or not shown; [ ] = dose if it differs, or a comment. Unless noted, calls follow the shape of the dose curve; as a rule, active = well fitted curve in the direction sought with a large enough effect; inconclusive = small, poorly fitted or top-dose-only effect, or another doubt; inactive = no such curve, though single readings can be large; an effect the other way counts as inactive or inconclusive.

SMILES | HEK293 tox | GLP1R ag | WRN inhibitor | GLP1R inv ag | PI5P4Ka inh | D3 antag | IL2 activator | D3 ag | PLK1 PBD block
O=C(N=Nc1c(O)[nH]c2ccc(Br)cc12)c1ccco1 | 4% | 1% | 7% | 12% | -10 | -24 | -4.0 | -13 | -16%
O=[N+]([O-])c1ccc(S(=O)(=O)NCCS(=O)(=O)N2CCN(c3ccccc3)CC2)cc1 | -4% | -2% | 11% | -15% | 2 | -6 | -3.0 | 5 | -8%
Cc1ccc(C(=O)Nc2ccc3c(c2)OCO3)cc1 | -14% | -9% | -12% | ? | nt | 2 | 1.1 | -2 | -3%
O=C(OCC(=O)N1CCN(c2ccccc2)CC1)c1ccccc1OC(F)F | 2% | -8% | 12% | 10% | 6 | 2 | -2.0 | 11 | -7%
COC(=O)C1=C(C)NC(C)=C(C(=O)OC)C1c1ccc(OC(=O)c2oc3ccccc3c2C)c(OC)c1 | 1% | 5% | -6% | ? | 15 | -15 | 0.3 | -5 | -6%
CN1CCCCCC1=NC1=C(C#N)CCCC1 | 10% | -3% | -17%[57.1 µM] | -10% | 2 | -29 | -2.2 | 4 | 1%
COc1cccc(C=NNC(=O)C(C)SC(C)C(=O)NN=Cc2cccc(OC)c2)c1 (configuration not stated) | -7% | 9% | 0% | -1% | 1 | -4 | -0.5 | 13 | -2%
Cc1cc(NCc2ccco2)nc(N2CCC(C(=O)NC3CCCCC3)CC2)n1 | 1% | 14% | 6% | ? | 3 | -6 | -3.3 | -6 | -16%
CN(C(=O)CO/N=C/c1ccc(Cl)cc1)c1ccccc1 | 0%[0.307 µM] | -1% | -2% | -7%[0.307 µM] | -3 | -6 | 1.8 | -6 | -7%
CC(C)(C)c1cc(C(=O)O)c(CN2CCCCC2)o1 | 2% | -3% | 7% | 0% | 9 | -16 | -3.0 | -13 | -2%
COc1cccc(-c2nc3n(n2)CCc2ccccc2-3)c1 | 5% | 9% | -5% | 3% | 3 | 13 | -2.7 | 7 | -2%
c1ccc2c(c1)nc(-c1ccncc1)n1nnnc21 | 1% | 1% | -6% | 0% | nt | 2 | 3.0 | 6 | -4%
COc1cc(/C(O)=C(\C#N)c2nc3ccccc3[nH]2)cc(OC)c1OC | 14% | 1% | -3% | 66%[activator] | -21 | 23 | 2.0 | 0 | 2%
CCc1ccc(NC(=O)CSc2nc3ccsc3c(=O)n2CCCCCC(=O)O)cc1 | 0% | 0% | 8% | 6% | 3 | -2 | -3.4 | 7 | -7%
O=C(CNc1ccc(Br)cc1)c1ccc(Br)s1 | -10% | 2% | -5%[57.1 µM] | -15% | -1 | -6 | -0.9 | 2 | 0%
COc1ccc(NC(=O)CCSc2nnc(C)s2)cc1 | 16% | 0% | -9% | 3% | 1 | 7 | -1.7 | -1 | -4%
COC(=O)C[C@@H]1CC[C@H](NC(=O)Nc2cccc(F)c2)[C@@H](CO)O1 | -2% | nt | 2% | 5% | -2 | 3 | -0.5 | -1 | 6%
Fc1ccc2c(c1)C(c1ccncc1)=NNC(c1ccccc1)=N2 | -10% | 28% | -1% | 0% | -4 | 19 | -1.9 | -1 | -1%
O=C(Nc1ccc2nc(N3CCOCC3)sc2c1)c1cc2ccccc2o1 | -12% | -3% | 4% | 10% | 0 | 20 | -1.5 | -5 | 3%
CCc1nnc(NC(=O)CCN2C(=O)C3CCCCC3C2=O)s1 (configuration not stated) | -28% | 2% | 2% | 12% | 3 | -20 | -3.7 | -11 | -19%
Cc1ccc(Nc2nnc(SCC(=O)NCCN3C(=O)CSC3=O)s2)cc1C | -3% | -1% | -3% | -9% | -20 | 2 | -2.2 | 0 | 0%
COc1cccc(C2Nc3ccccc3NC3=C2C(=O)CC(C)(C)C3)c1 (configuration not stated) | -3% | -7% | 7% | -2% | 3 | 16 | -0.9 | 7 | 4%
CCCOC(=O)C1=C(C)NC2=C(C(=O)CCC2)C1c1cccc(OC)c1OC (configuration not stated) | 21% | 4% | -5% | 8% | nt | -19 | 3.9 | -2 | -8%
CCCCn1c(CCn2nc(C)c(Br)c2C)n[nH]c1=S | -4% | -13% | -5% | -14% | nt | ? | 0.3 | -3 | -8%
C/C(=N\NC(=O)c1cccnc1)c1ccc(-n2ccnc2)cc1 | 12% | -2% | -15% | 0% | -5 | 5 | -3.1 | -6 | -7%

A few values from the entries so far.
PLK1 PBD block result of O=C(Nc1ccc2nc(N3CCOCC3)sc2c1)c1cc2ccccc2o1 → 3%
D3 antag result of COc1cccc(-c2nc3n(n2)CCc2ccccc2-3)c1 → 13
HEK293 tox result of COc1ccc(NC(=O)CCSc2nnc(C)s2)cc1 → 16%

Not a retest: entries from further up.
SMILES | HEK293 tox | GLP1R ag | WRN inhibitor | GLP1R inv ag | PI5P4Ka inh | D3 antag | IL2 activator | D3 ag | PLK1 PBD block
Cc1ccc(Nc2nnc(SCC(=O)NCCN3C(=O)CSC3=O)s2)cc1C | -3% | -1% | -3% | -9% | -20 | 2 | -2.2 | 0 | 0%
COc1cccc(C2Nc3ccccc3NC3=C2C(=O)CC(C)(C)C3)c1 (configuration not stated) | -3% | -7% | 7% | -2% | 3 | 16 | -0.9 | 7 | 4%
CCCOC(=O)C1=C(C)NC2=C(C(=O)CCC2)C1c1cccc(OC)c1OC (configuration not stated) | 21% | 4% | -5% | 8% | nt | -19 | 3.9 | -2 | -8%
CCCCn1c(CCn2nc(C)c(Br)c2C)n[nH]c1=S | -4% | -13% | -5% | -14% | nt | ? | 0.3 | -3 | -8%
C/C(=N\NC(=O)c1cccnc1)c1ccc(-n2ccnc2)cc1 | 12% | -2% | -15% | 0% | -5 | 5 | -3.1 | -6 | -7%

(continued)
SMILES | HEK293 tox | GLP1R ag | WRN inhibitor | GLP1R inv ag | PI5P4Ka inh | D3 antag | IL2 activator | D3 ag | PLK1 PBD block
NC(=O)NC(=O)COC(=O)c1ccccc1OCc1ccc(F)cc1 | 1% | 4% | 1% | 0% | 1 | -7 | 1.0 | -2 | 1%
CC(C(=O)NCC1CCCO1)n1cc([N+](=O)[O-])cn1 (configuration not stated) | -21% | -3% | -4% | 1% | -1 | 13 | -2.6 | 3 | 5%
O=C(O)c1c[nH]c2ccc(F)cc2c1=O | 23% | 0% | -1% | 25% | 1 | -13 | -1.1 | -2 | -5%
O=c1cc(N2CCc3ccccc32)[nH]c(=O)n1-c1ccccc1 | -21% | -23% | -4% | 0% | 2 | -17 | 0.1 | 3 | 1%
O=[N+]([O-])c1cc(NS(=O)(=O)c2ccc(Cl)nc2)ccc1Cl | -7% | -6% | -6% | 7% | -1 | 6 | -3.8 | 10 | -4%
CC(=O)N1c2ccccc2NC2=C(C(=O)CCC2)C1c1ccc(F)cc1 (configuration not stated) | ? | -2% | 2%[57.1 µM] | -15% | nt | -6 | -1.6 | 3 | 3%
Cn1c(SCc2cccc(C#N)c2)nc2ccccc2c1=O | -12% | 6% | -6% | ? | 6 | 16 | -2.4 | 4 | -6%
NC(=O)NC(=O)CC1S/C(=N/N=C2/NC(=O)CS2)NC1=O (configuration not stated) | 4%[0.307 µM] | -28% | -12% | 1%[0.307 µM] | -12 | 0 | -0.8 | 2 | -1%
CCOC(=O)CNC(=O)c1sc(NC(=O)c2ccccc2)nc1C | -9% | 2% | -3% | -13% | 0 | -29 | -1.6 | 11 | -1%
CCCCCCCCN1C(=O)[C@H](CC(=O)NCc2ccc(C)o2)C[C@@]2(C(=O)OCC)CCC=C12 | -7% | nt | -15% | ? | -61* | 3 | -0.9 | 8 | -17%
CCOC(=O)N1CCC(Nc2nc(OC)nc(OC)n2)CC1 | -2% | -4% | 11% | 25% | -2 | 35 | -0.9 | 3 | 2%
Cc1ccc(NNC(=O)c2ccno2)c(C)c1 | -22% | 12% | 0% | ? | 1 | 2 | -1.2 | 35* | 4%
O=C(CN1CCOCC1)NNC(=S)Nc1ccccc1 | -10% | -6% | 0%[11.6 µM] | 24% | 1 | -4 | 1.6 | 5 | -12%
Cc1ccnn1-c1ccc(C(=O)OCC(=O)Nc2ccc(F)cc2)cc1 | 17% | 0% | 1%[11.6 µM] | 24% | -4 | 18 | 1.3 | -6 | -5%
COc1ccc(C(=O)N(C)C2CCCN(Cc3ccccc3F)C2)cc1C (configuration not stated) | -6% | 1% | 11% | -22% | 5 | -2 | -0.5 | 1 | -16%
COC(=O)CCC(=O)OC1(C)C(=O)C2=CN(Cc3ccccc3)C(c3ccc(OC)cc3)=CC2=C(Br)C1=O (configuration not stated) | 12% | 4% | 2% | 18% | ? | -4 | 0.1 | -7 | ?
CSc1cccc(NC(=O)CN(C)S(=O)(=O)c2ccc(C)cc2)c1 | -12% | -2% | -1% | ? | 9 | 24 | 0.0 | -7 | -6%
COc1ccc2c(Cl)c(-c3nnco3)sc2c1 | -1% | -2% | 2%[57.1 µM] | 110%[activator] | -8 | -9 | -3.8 | -3 | -9%
CC(C)NC(=O)N1CCC(c2nc3ccccc3s2)CC1 | 5% | -6% | -6% | 3% | 2 | 27 | 0.1 | 1 | -9%
Cc1ccc(NS(=O)(=O)c2ccc(-c3ccc(=O)[nH]n3)o2)c(C)c1 | 0% | -1% | 4% | 19% | -3 | -29 | -2.2 | -3 | -18%
S=C1NCN(CCc2ccccc2)CN1Cc1ccccc1 | ? | -3% | 12% | ? | -2 | 0 | 0.9 | 4 | -8%
Cc1ccccc1CS(=O)(=O)Cc1ccc(C(=O)NC2CCCCC2)o1 | -13% | 2% | 4% | ? | 1 | -19 | -2.1 | -4 | -10%
CCCNC(=O)CCn1c(=S)oc2ccccc21 | 0% | 1% | 4% | -29% | ? | 2 | -1.6 | 1 | 12µM*
CCOC(=O)Cn1c(-c2cccnc2Cl)nc2cc(C)c(C)cc21 | 3% | -6% | 7% | 5% | nt | 17 | -2.6 | 0 | -4%

Reprinted at random: 2 entries already listed
SMILES | HEK293 tox | GLP1R ag | WRN inhibitor | GLP1R inv ag | PI5P4Ka inh | D3 antag | IL2 activator | D3 ag | PLK1 PBD block
O=c1cc(N2CCc3ccccc32)[nH]c(=O)n1-c1ccccc1 | -21% | -23% | -4% | 0% | 2 | -17 | 0.1 | 3 | 1%
COC(=O)CCC(=O)OC1(C)C(=O)C2=CN(Cc3ccccc3)C(c3ccc(OC)cc3)=CC2=C(Br)C1=O (configuration not stated) | 12% | 4% | 2% | 18% | ? | -4 | 0.1 | -7 | ?

Rows are unselected. About 7.8% of those tested had a hit in this group.
